TAG inh: reduces triacylglycerol accumulation in H9c2 cells; 230,000 compounds, 0.66% hits; Nile Red lipid (TAG) fluorescence; cells loaded with 200 µM oleic acid; AID 651582; inhibition, % at 12.5 µM;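 active = pattern-corrected inhibition of lipid staining of at least 50% with the nuclear-stain viability signal not falling by more than 50%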;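 note: 0% = DMSO wells and 100% = triacsin C control wells; some results filed as inactive read as strong as hits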
TAG inh DAPI viability: second read-out of TAG inh, no call of its own (marks repeat the call); DAPI nuclei signal change (viability), lower = more cytotoxic, %;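 whole-well DAPI fluorescence read on a plate reader as a viability signal; minus 50 percent equals half of cells still viable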
* hit, by the source's call.

CS(=O)(=O)c1cnc(-c2cccnc2)nc1N was read as TAG inh 4 and TAG inh DAPI viability 2.
For Cc1ccccc1NC(=O)N1CCCC1C(=O)NCc1cccs1 (stereo unspecified) the results were TAG inh -7 and TAG inh DAPI viability -2.
Screening Nc1cccc(-c2cn(-c3cc4cc(C#CC5(O)CCCCC5)ccc4oc3=O)nn2)c1 returned TAG inh 3 and TAG inh DAPI viability -6.
For CN1CCN(C(=O)c2ccc(N(Cc3ccccc3Cl)S(C)(=O)=O)cc2)CC1 the results were TAG inh 11 and TAG inh DAPI viability 0.
`CC12CCC(=O)N1C(C(=O)OCC(=O)Nc1ccc(C(F)(F)F)cc1)CS2` (stereo unspecified) gave TAG inh -20 and TAG inh DAPI viability -4.
CC(=O)Nc1ccc(/C(C)=N/Nc2nc(N3CCOCC3)nc(N3CCOCC3)n2)cc1 was read as TAG inh -5 and TAG inh DAPI viability 6.
For CS(=O)(=O)c1ccc(Cl)c(NC(=O)Cc2ccccc2F)c1 the results were TAG inh -10 and TAG inh DAPI viability 5.
`CC1(C)N=C(N)NC(Nc2ccc(Cl)cc2)=N1` gave TAG inh -36 and TAG inh DAPI viability 4.
O=C(NC1CCCCC1)C(c1ccccc1)N(Cc1ccc2c(c1)OCO2)C(=O)c1cnsn1 (stereo unspecified) was read as TAG inh 59* and TAG inh DAPI viability -11*.
O=C(CC1CCCCC1)Nc1ccc(-c2ccc3nncn3n2)cc1 was read as TAG inh 20 and TAG inh DAPI viability 2.
C#CCOCCOCCOCCNc1nc(N2CCN(C(=O)[C@H](CCC(=O)O)n3cc(C(N)Cc4ccc(O)cc4)nn3)CC2)nc(N2CCN(C(=O)[C@H](Cc3cc4ccccc4[nH]3)n3cc(C(N)[C@H](C)CC)nn3)CC2)n1 (stereo partly specified) was read as TAG inh -5 and TAG inh DAPI viability 6.
Screening Cc1ccc(OCC(=O)NNC(=O)c2cccnc2)cc1 returned TAG inh 8 and TAG inh DAPI viability 2.
Screening CCC(CCC(=O)Nc1cccc(C(=O)O)c1)C(=O)O (stereo unspecified) returned TAG inh -4 and TAG inh DAPI viability 6.
For O=C(Nc1cccc(O)c1)c1ccccc1[N+](=O)[O-] the results were TAG inh 13 and TAG inh DAPI viability -9.
Screening C/C(CC(=O)Nc1ccc(C)c(Cl)c1)=N\NC(=O)c1ccncc1 returned TAG inh -1 and TAG inh DAPI viability -1.
For COc1ccc(/C=C2/CCCC(CN(C)C)C2=O)cc1 (stereo unspecified) the results were TAG inh 21 and TAG inh DAPI viability 7.
`O=C(NCc1ccco1)c1ccccc1O` gave TAG inh 7 and TAG inh DAPI viability 1.
COC(=O)c1sccc1NC(=O)Nc1ccc(C(C)=O)cc1 was read as TAG inh 6 and TAG inh DAPI viability -2.
Screening Nc1ncnc2c1ncn2[C@H]1C[C@H](O)[C@@H](COP(=O)(O)O)O1 returned TAG inh 4 and TAG inh DAPI viability 3.
For Cn1sc(NC(=O)c2ccccc2)nc1=O the results were TAG inh 2 and TAG inh DAPI viability 0.
CCc1ccc(NC(=S)N(Cc2ccccc2)Cc2ccccn2)cc1 was read as TAG inh -11 and TAG inh DAPI viability 7.
Screening CCCN(C(=O)COC(=O)CCOc1ccccc1C)c1c(N)n(Cc2ccccc2)c(=O)[nH]c1=O returned TAG inh 0 and TAG inh DAPI viability -3.
`CSc1cc(C)n(-c2ccccc2)c(=S)c1C(C)=O` gave TAG inh 3 and TAG inh DAPI viability -8.
For Cc1ccc2cccc(OCc3ccccc3)c2n1 the results were TAG inh -16 and TAG inh DAPI viability -3.
`Cc1ccc(S(=O)(=O)CCNC(=O)Cc2ccc(Cl)cc2)cc1` gave TAG inh -4 and TAG inh DAPI viability 9.
`O=C(O)CSc1ncnc2scc(-c3ccc(Br)cc3)c12` gave TAG inh 7 and TAG inh DAPI viability -3.
For CCOC(=O)C1CCCN(C(=O)c2ccc(S(=O)(=O)N3CCCC3)cc2)C1 (stereo unspecified) the results were TAG inh 3 and TAG inh DAPI viability 1.
`CN(C)CCCNc1oc(-c2ccc(Cl)cc2)nc1C#N` gave TAG inh 9 and TAG inh DAPI viability 106.
For O=C(Cn1nc(C(=O)O)c2ccccc2c1=O)Nc1cc(S(=O)(=O)N2CCOCC2)ccc1Cl the results were TAG inh -8 and TAG inh DAPI viability 2.
For Cc1ccc(-n2ncc3c(NCc4ccco4)ncnc32)cc1C the results were TAG inh 3 and TAG inh DAPI viability -2.

20 successive entries from above, for reference:
O=C(CC1CCCCC1)Nc1ccc(-c2ccc3nncn3n2)cc1 was read as TAG inh 20 and TAG inh DAPI viability 2.
C#CCOCCOCCOCCNc1nc(N2CCN(C(=O)[C@H](CCC(=O)O)n3cc(C(N)Cc4ccc(O)cc4)nn3)CC2)nc(N2CCN(C(=O)[C@H](Cc3cc4ccccc4[nH]3)n3cc(C(N)[C@H](C)CC)nn3)CC2)n1 (stereo partly specified) was read as TAG inh -5 and TAG inh DAPI viability 6.
Screening Cc1ccc(OCC(=O)NNC(=O)c2cccnc2)cc1 returned TAG inh 8 and TAG inh DAPI viability 2.
Screening CCC(CCC(=O)Nc1cccc(C(=O)O)c1)C(=O)O (stereo unspecified) returned TAG inh -4 and TAG inh DAPI viability 6.
For O=C(Nc1cccc(O)c1)c1ccccc1[N+](=O)[O-] the results were TAG inh 13 and TAG inh DAPI viability -9.
Screening C/C(CC(=O)Nc1ccc(C)c(Cl)c1)=N\NC(=O)c1ccncc1 returned TAG inh -1 and TAG inh DAPI viability -1.
For COc1ccc(/C=C2/CCCC(CN(C)C)C2=O)cc1 (stereo unspecified) the results were TAG inh 21 and TAG inh DAPI viability 7.
`O=C(NCc1ccco1)c1ccccc1O` gave TAG inh 7 and TAG inh DAPI viability 1.
COC(=O)c1sccc1NC(=O)Nc1ccc(C(C)=O)cc1 was read as TAG inh 6 and TAG inh DAPI viability -2.
Screening Nc1ncnc2c1ncn2[C@H]1C[C@H](O)[C@@H](COP(=O)(O)O)O1 returned TAG inh 4 and TAG inh DAPI viability 3.
For Cn1sc(NC(=O)c2ccccc2)nc1=O the results were TAG inh 2 and TAG inh DAPI viability 0.
CCc1ccc(NC(=S)N(Cc2ccccc2)Cc2ccccn2)cc1 was read as TAG inh -11 and TAG inh DAPI viability 7.
Screening CCCN(C(=O)COC(=O)CCOc1ccccc1C)c1c(N)n(Cc2ccccc2)c(=O)[nH]c1=O returned TAG inh 0 and TAG inh DAPI viability -3.
`CSc1cc(C)n(-c2ccccc2)c(=S)c1C(C)=O` gave TAG inh 3 and TAG inh DAPI viability -8.
For Cc1ccc2cccc(OCc3ccccc3)c2n1 the results were TAG inh -16 and TAG inh DAPI viability -3.
`Cc1ccc(S(=O)(=O)CCNC(=O)Cc2ccc(Cl)cc2)cc1` gave TAG inh -4 and TAG inh DAPI viability 9.
`O=C(O)CSc1ncnc2scc(-c3ccc(Br)cc3)c12` gave TAG inh 7 and TAG inh DAPI viability -3.
For CCOC(=O)C1CCCN(C(=O)c2ccc(S(=O)(=O)N3CCCC3)cc2)C1 (stereo unspecified) the results were TAG inh 3 and TAG inh DAPI viability 1.
`CN(C)CCCNc1oc(-c2ccc(Cl)cc2)nc1C#N` gave TAG inh 9 and TAG inh DAPI viability 106.
For O=C(Cn1nc(C(=O)O)c2ccccc2c1=O)Nc1cc(S(=O)(=O)N2CCOCC2)ccc1Cl the results were TAG inh -8 and TAG inh DAPI viability 2.

More records:
Screening O=C(Cc1ccccc1Cl)N/N=C/c1cccnc1 returned TAG inh -21 and TAG inh DAPI viability 5.
Cn1c(=N)n(CC(=O)O)c2ccccc21 was read as TAG inh 0 and TAG inh DAPI viability 8.
`C#CCN1C(=O)C(O)(c2c(C)[nH]c3ccccc23)c2ccccc21` (stereo unspecified) gave TAG inh -8 and TAG inh DAPI viability 5.
Screening COC(=O)c1ccc(C2C(C#N)=C(N)Oc3cc(C)n(C)c(=O)c32)cc1 (stereo unspecified) returned TAG inh 0 and TAG inh DAPI viability 5.
`Cc1cccc(C)c1NC(=O)CNC(=O)c1cccnc1` gave TAG inh 1 and TAG inh DAPI viability 2.
CC(C)CCn1c(Sc2nc3ccccc3s2)nc2c1c(=O)[nH]c(=O)n2C was read as TAG inh -15 and TAG inh DAPI viability -7.
For Cc1nc(-c2cccc(S(=O)(=O)N3CCCCC3)c2)cs1 the results were TAG inh -19 and TAG inh DAPI viability -5.
`CCOc1ccc(-c2cc(N)n(S(=O)(=O)c3ccc(OC)c(OC)c3)n2)cc1` gave TAG inh 17 and TAG inh DAPI viability 3.
For CN1CCN(C(=S)c2cn(Cc3ccccc3)c3ccccc23)CC1 the results were TAG inh -3 and TAG inh DAPI viability 7.
`CC1CCC(NC(=O)Cn2c(=O)[nH]c3ccsc3c2=O)CC1` (stereo unspecified) gave TAG inh 11 and TAG inh DAPI viability -7.
`C[C@H]1CN(C2CCCCC2)C(=O)[C@@H]1CC(=O)Nc1ccccc1` gave TAG inh 2 and TAG inh DAPI viability -6.
Screening CC(=O)c1cccc(NCC(=O)Nc2cccc(S(=O)(=O)N3CCCCC3)c2)c1 returned TAG inh -18 and TAG inh DAPI viability 0.
Screening COC(=O)C1=C(N)N(c2ccccc2C(F)(F)F)C2=C(C(=O)CCC2)C1c1ccc2c(c1)OCO2 (stereo unspecified) returned TAG inh -1 and TAG inh DAPI viability -10.
For Clc1ccccc1-c1csc(Nc2cccnc2)n1 the results were TAG inh 9 and TAG inh DAPI viability -7.
`N#CC(c1ccccn1)c1ncc(C(F)(F)F)cc1Cl` (stereo unspecified) gave TAG inh 7 and TAG inh DAPI viability -10.
For CC(SC#N)C(=O)C12CC3CC(CC(C3)C1)C2 (stereo unspecified) the results were TAG inh 16 and TAG inh DAPI viability -9.
For COc1cc(OC)cc(-c2c(-c3ccc(F)cc3)c3cc(-c4ccc5[nH]ccc5c4)ccc3n2C)c1 the results were TAG inh -50 and TAG inh DAPI viability 42.
CC(=O)Nc1ccc(C(=O)Nc2ccc(S(=O)(=O)N3CCOCC3)cc2)cc1 was read as TAG inh 1 and TAG inh DAPI viability 0.
For Cc1c(Cl)ccc2c(C(=O)NCCCn3nccc3C)cc(-c3ccccn3)nc12 the results were TAG inh 20 and TAG inh DAPI viability -6.
`COc1ccccc1-c1noc(COC(=O)c2ccc(Br)o2)n1` gave TAG inh 8 and TAG inh DAPI viability 1.
For Cc1ccc(NC(=S)N=Nc2c(O)[nH]c3ccccc23)cc1 the results were TAG inh 16 and TAG inh DAPI viability -13.
For COc1ccc(S(=O)(=O)Nc2ccccc2)cc1 the results were TAG inh -6 and TAG inh DAPI viability 1.
Screening O=C(CCN1CCOCC1)NNC(=O)c1ccc(Cl)c([N+](=O)[O-])c1 returned TAG inh -24 and TAG inh DAPI viability 4.
Screening O=C(Nc1ccccc1-c1nnc(SCc2ccc(Cl)cc2Cl)o1)c1ccccc1 returned TAG inh -8 and TAG inh DAPI viability -5.
For Cc1ccc(CNC(=O)c2oc3ccc(S(=O)(=O)N4CCC5(CC4)OCCO5)cc3c2C)cc1 the results were TAG inh 11 and TAG inh DAPI viability -12.
Cc1ccccc1-c1csc(C(C)(O)c2ccc(F)c(F)c2)n1 (stereo unspecified) was read as TAG inh 19 and TAG inh DAPI viability -27.
Screening C=CCn1c(SCC(=O)NC2CCCC2)nc2ccccc21 returned TAG inh 3 and TAG inh DAPI viability 0.
Screening O=C(Nc1cc(C(F)(F)F)ccc1Cl)c1cc2nc3c(c(C(F)(F)F)n2n1)CCCC3 returned TAG inh 44 and TAG inh DAPI viability 1.
For Cc1ccc(NC(=S)N2CCSC2c2cccs2)cc1 (stereo unspecified) the results were TAG inh -16 and TAG inh DAPI viability 4.
For COc1ccc(Oc2cc(NN3CCCCC3)c([N+](=O)[O-])cc2[N+](=O)[O-])cc1OC the results were TAG inh -19 and TAG inh DAPI viability 4.
CC(C)(C)c1ccc(/C=C/C(=O)Nc2nncs2)cc1 was read as TAG inh 2 and TAG inh DAPI viability 12.
`Cn1c(CCc2ccccc2)nnc1SCC(N)=O` gave TAG inh 3 and TAG inh DAPI viability -9.
O=C(NCc1ccccc1)C1Cc2c(-c3ccc4c(c3)OCO4)ccnc2O1 (stereo unspecified) was read as TAG inh 14 and TAG inh DAPI viability -3.
CC(C)S(=O)(=O)c1csc(NC(=O)Nc2cc(Cl)ccc2Cl)c1Cl was read as TAG inh -9 and TAG inh DAPI viability -1.
CC(C)(C)c1ccc(NC(=S)NCCc2ccccn2)cc1 was read as TAG inh -5 and TAG inh DAPI viability 5.
`Cc1ccc(OCC(=O)O/N=C(\N)Cc2cccs2)cc1C` gave TAG inh -6 and TAG inh DAPI viability -5.
For CC(C)(O)/C=C/C[C@](C)(O)C1CC[C@]2(C)C1[C@H](O[C@H]1O[C@@H](CO)[C@H](O)[C@@H](O)[C@@H]1O)CC1[C@@]3(C)CC[C@H](O)C(C)(C)C3[C@@H](O)C[C@]12C (stereo partly specified) the results were TAG inh 1 and TAG inh DAPI viability 1.
Screening C=CCc1cc(Cl)ccc1OCCN1CC(C)OC(C)C1 (stereo unspecified) returned TAG inh -8 and TAG inh DAPI viability 11.
For CC1(C(=O)NS(=O)(=O)c2ccc(Br)cc2)CCN1C(=O)CC1CCCCC1 (stereo unspecified) the results were TAG inh 4 and TAG inh DAPI viability 7.
For Cc1ccccc1-n1nnnc1SCC(=O)NCC1CCCO1 (stereo unspecified) the results were TAG inh -10 and TAG inh DAPI viability 6.
For C=CCC[C@H](Cc1ccc(F)cc1)C(=O)OC[C@@H](C)NC(=O)[C@H](CC=C)CC(=O)NCCO the results were TAG inh -1 and TAG inh DAPI viability -18.
Screening COC(=O)C1C(=O)NCC1c1ccccc1 (stereo unspecified) returned TAG inh 8 and TAG inh DAPI viability 10.
CC1CCCCC1NC(=O)Cn1cc([N+](=O)[O-])ccc1=O (stereo unspecified) was read as TAG inh -3 and TAG inh DAPI viability 1.
Screening CN(CC(=O)Nc1ccccc1C(F)(F)F)C(=O)c1cc2c(s1)CCCCC2 returned TAG inh 17 and TAG inh DAPI viability 14.
`O=C1C2CCCN2C(c2ccc(Cl)cc2)N1c1nccs1` (stereo unspecified) gave TAG inh 14 and TAG inh DAPI viability -13.

Assay outcomes as filed in PubChem BioAssay.

An excerpt, so the mix of outcomes need not match the whole.
